Screening data: PubChem, several laboratories
p-CIP stab down: p/CIP protein destabilization; Q05BA5; F442A p/CIP-EGFP cells, EGFP fluorescence, 16 h; decrease of EGFP signal, % at 10 µM; 290,000 compounds, 0.01% hits;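 active means EGFP signal decrease of at least 30% at 10 µM or well 3 SD below plate mean, unless failing retest; inactive means the rest, including hits failing retest or dose response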; further: some compounds called inactive have numbers as strong as hits; many of its hits are not listed in these tables
PHOSPHO1 inh: PHOSPHO1 (human) inhibition; Q8TCT1; recombinant PHOSPHO1, absorbance phosphatase assay; inhibition, % at 13.3 µM; 290,000 compounds, 1.1% hits; in the data active means inhibition above about 60%
Target sequence (Q8TCT1 whole entry, looked up): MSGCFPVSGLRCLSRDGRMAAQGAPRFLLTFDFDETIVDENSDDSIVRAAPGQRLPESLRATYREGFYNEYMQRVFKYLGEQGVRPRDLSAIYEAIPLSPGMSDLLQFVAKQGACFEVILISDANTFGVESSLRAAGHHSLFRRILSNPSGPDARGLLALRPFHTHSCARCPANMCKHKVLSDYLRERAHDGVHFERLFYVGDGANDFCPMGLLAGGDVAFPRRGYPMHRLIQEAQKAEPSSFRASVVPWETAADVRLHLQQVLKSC
GalR3 antag: blocks the human galanin receptor 3 | O60755 | HEK293 GalR3-CNG cAMP membrane potential fluorescence; galR3 body fused to GalR1 C-terminus | inhibition, % at 3 µM | 360,000 compounds, 0.44% hits | AID 651719;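 active means inhibition above the screen-wide average plus 3 SD, cut at about 13% in these data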;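 further: forskolin and galanin both at EC90 stimulate the cells; cAMP rise reported by CNG channel membrane potential dye signal; 0% = forskolin plus galanin with DMSO and 100% = forskolin alone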
Target sequence (O60755 1-299 limits assumed): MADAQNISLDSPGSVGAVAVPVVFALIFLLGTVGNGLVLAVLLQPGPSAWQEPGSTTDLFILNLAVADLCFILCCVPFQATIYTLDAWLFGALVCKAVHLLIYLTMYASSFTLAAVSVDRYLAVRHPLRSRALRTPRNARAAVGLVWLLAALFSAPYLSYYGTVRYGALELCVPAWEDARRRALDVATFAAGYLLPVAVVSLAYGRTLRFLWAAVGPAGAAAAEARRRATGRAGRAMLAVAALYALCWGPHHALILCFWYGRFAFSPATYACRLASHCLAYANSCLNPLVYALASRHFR
CRFR2-BP antag: blocks CRF-induced signaling of the CRF-BP/CRF-R2 complex; HEK293 CRF-R2/CRF-BP, CRF-induced calcium fluorescence; inhibition, % at 11.8 µM; 350,000 compounds, 0.59% hits; AID 588475;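 active means inhibition of the ligand-induced calcium signal above about 50% at the single tested concentration, limit read from the data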
IDE inh: inhibitors of human insulin-degrading enzyme in cells; P14735; HEK cells, FAbetaB cleavage, fluorescence polarization; inhibition, % at 5.59 µM; 320,000 compounds, 0.41% hits; AID 434962;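 active means percent inhibition above the average of all tested compounds plus 3 SD, set per screening campaign, cut at about 16% in these data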;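 further: IDE supplied by intact live HEK cells; FP after avidin binding of uncleaved biotin substrate so inhibition keeps polarization high; 0% = DMSO wells and 100% = 60 µM reference IDE inhibitor Ii1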
M4 PAM: CHRM4 positive allosteric modulation | P08173 | CHO-K1 hM4/Gqi5, Fluo-8 calcium fluorescence, ACh EC20; 0% = ACh EC20, 100% = maximal ACh | activation, % at 3 µM | 360,000 compounds, 0.4% hits | AID 624126;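 active means activation above its plate's cutoff, the mean activation of sample wells plus 3 SD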; further: some results filed as inactive read as strong as hits
Target sequence (P08173 whole entry, looked up): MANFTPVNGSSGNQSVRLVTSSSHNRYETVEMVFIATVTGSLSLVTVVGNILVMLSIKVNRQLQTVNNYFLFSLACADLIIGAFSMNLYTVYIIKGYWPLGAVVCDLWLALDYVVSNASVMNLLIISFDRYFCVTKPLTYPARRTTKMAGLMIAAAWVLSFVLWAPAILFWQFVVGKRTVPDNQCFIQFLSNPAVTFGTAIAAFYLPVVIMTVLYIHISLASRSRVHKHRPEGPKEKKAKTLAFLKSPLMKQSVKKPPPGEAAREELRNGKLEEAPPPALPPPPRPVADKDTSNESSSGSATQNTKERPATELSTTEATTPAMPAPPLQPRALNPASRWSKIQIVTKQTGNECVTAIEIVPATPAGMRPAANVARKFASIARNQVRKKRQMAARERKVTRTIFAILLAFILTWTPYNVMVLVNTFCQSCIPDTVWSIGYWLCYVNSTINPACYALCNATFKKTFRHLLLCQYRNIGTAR
MEKK3 PB1 HTS: modulators (inhibitors or enhancers) of MEK5 binding to human MEKK3 PB1 domain. binding response (% of control), % at 10 µM. Q99759. 290,000 compounds, 1.4% hits. AID 1529. bead-based flow cytometry, Alexa488-MEK5 binding to MEKK3; actives lie on both sides; 0 = blocked by unlabeled MEK5, 100 = vehicle;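 active means binding response more than 3 SD above or below the average of its plate-row segment, actives on both sides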;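 further: Alexa488 bead fluorescence after subtracting the streptavidin-only scavenger bead signal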
IDE cell activ: IDE (human) activation, cell-based; P14735; activation, % at 5.96 µM; HEK cells, FAbeta-B cleavage, fluorescence polarization; 0% vehicle, 100% cell-free pure enzyme wells; AID 493087; 340,000 compounds, 0.073% hits;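 active means activation above the mean of all tested compounds plus 3 SD, set per screening campaign, cut at about 17% in these data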
CRFR2-BP ag: agonists of human CRF-binding protein/CRF-R2 receptor complex. activation, % at 13.2 µM. HEK293 CRF-R2/CRF-BP, calcium dye fluorescence (FLIPR); percent of saturating CRF peptide response. AID 588473. 350,000 compounds, 0.46% hits;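 active means activation of at least 50%, plus an integration ratio under a set limit after plate pattern correction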;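 further: plate controls were neutral control wells without compound for no effect and CRF at EC100 for full effect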
Numbers without * were called inactive.

Cc1nnc(SCC(=O)NC2(C#N)CCCCC2)n1N was read as GalR3 antag -9, CRFR2-BP antag -11, M4 PAM -1 and CRFR2-BP ag -0.6.
Screening CCOc1cc(-c2cc(-c3ccc(C)cc3)nc(N)c2C#N)ccc1O returned p-CIP stab down -3, PHOSPHO1 inh -15, GalR3 antag -2, CRFR2-BP antag -3, IDE inh 9, M4 PAM -6, MEKK3 PB1 HTS 106, IDE cell activ -1 and CRFR2-BP ag 14.
Screening CCOc1ccc(-n2c(=S)sc3c(=O)[nH]c(SCC(=O)NC4CCCCC4)nc32)cc1 returned GalR3 antag -3, CRFR2-BP antag 10, M4 PAM 2 and CRFR2-BP ag -0.9.
Screening Cc1nn(C(C)C(=O)Nc2ccc3c(c2)OCO3)c(C)c1[N+](=O)[O-] (stereo unspecified) returned p-CIP stab down -16, PHOSPHO1 inh 50, GalR3 antag -2, CRFR2-BP antag -3, IDE inh 7, M4 PAM 5, MEKK3 PB1 HTS 89, IDE cell activ 3 and CRFR2-BP ag -0.9.
For Cc1ccc2nc(-c3ccc(SCC(=O)O)nc3)[nH]c2c1 the results were p-CIP stab down -5, PHOSPHO1 inh 3, GalR3 antag -6, CRFR2-BP antag 9, IDE inh -1, M4 PAM 2, MEKK3 PB1 HTS 107, IDE cell activ 5 and CRFR2-BP ag 0.1.
For CC(=O)C1=C(O)C(=O)N(c2cccnc2)C1c1ccc([N+](=O)[O-])cc1 (stereo unspecified) the results were p-CIP stab down -11, PHOSPHO1 inh -8, GalR3 antag -2, IDE inh 2 and MEKK3 PB1 HTS 100.
For COc1ccc(CCNC(=O)c2ccc(CS(=O)(=O)Cc3ccc(C)cc3)o2)cc1OC the results were GalR3 antag -6, CRFR2-BP antag 3, M4 PAM -7 and CRFR2-BP ag -1.8.
O=C(Nc1ccc(Cl)c(Cl)c1)c1ccc2c(c1)OCO2 was read as p-CIP stab down -4, GalR3 antag -7, CRFR2-BP antag -1, IDE inh -5, M4 PAM 2, MEKK3 PB1 HTS 104, IDE cell activ -6 and CRFR2-BP ag 0.9.
Screening Cc1nc2c(-c3ccccc3)c(C)nn2c(SCC(N)=O)c1Cc1ccccc1 returned p-CIP stab down -4, PHOSPHO1 inh 12, GalR3 antag -1, CRFR2-BP antag -17, IDE inh -2, M4 PAM 2, MEKK3 PB1 HTS 88 and CRFR2-BP ag 3.8.
N/C(=N\OC(=O)c1cc(-c2ccccc2)nc2ccccc12)c1ccccn1 was read as p-CIP stab down 1, PHOSPHO1 inh 39, GalR3 antag -5, CRFR2-BP antag -20, IDE inh -2, M4 PAM -1, MEKK3 PB1 HTS 103, IDE cell activ 2 and CRFR2-BP ag 0.2.
For O=C(Cn1c(=O)cnc2ccccc21)N1CCCc2ccccc21 the results were p-CIP stab down -1, PHOSPHO1 inh 20, GalR3 antag -6, CRFR2-BP antag 3, IDE inh -1, M4 PAM 1, MEKK3 PB1 HTS 98, IDE cell activ 0 and CRFR2-BP ag -0.7.
O=C(CCCN1C(=O)c2cccc3cccc(c23)C1=O)NCc1cccs1 was read as p-CIP stab down -2, PHOSPHO1 inh 22, GalR3 antag -8, CRFR2-BP antag -2, IDE inh -8, M4 PAM 1, MEKK3 PB1 HTS 108, IDE cell activ 3 and CRFR2-BP ag -0.3.
CCOc1ccc(CCNC(=O)COC(=O)c2ccccc2O)cc1OCC was read as p-CIP stab down -4, PHOSPHO1 inh 12, GalR3 antag -6, CRFR2-BP antag -4, IDE inh 1, M4 PAM 1, MEKK3 PB1 HTS 101, IDE cell activ 1 and CRFR2-BP ag 1.6.
CCCc1c(NC(=O)Nc2ccc(Cl)cc2Cl)cnn1-c1ccccc1 was read as p-CIP stab down -6, PHOSPHO1 inh -15, GalR3 antag -2, CRFR2-BP antag -1, IDE inh -3, M4 PAM -8, MEKK3 PB1 HTS 103 and CRFR2-BP ag -1.0.
Screening NC(=O)c1ccc(NC(=O)COC(=O)/C=C/c2cn(-c3ccccc3)nc2-c2cccnc2)cc1 returned p-CIP stab down -8, PHOSPHO1 inh -2, GalR3 antag 2, CRFR2-BP antag 6, IDE inh -1, M4 PAM 2, MEKK3 PB1 HTS 91, IDE cell activ 3 and CRFR2-BP ag 2.7.
CCc1c(N)nc(N)nc1Nc1ccccc1C was read as GalR3 antag -5, CRFR2-BP antag 3, M4 PAM 3, IDE cell activ -1 and CRFR2-BP ag -0.6.
Screening CC(C)(C)c1ccc(C(=O)OC/C(O)=C(\C#N)c2nc3ccccc3s2)cc1 returned p-CIP stab down -2, PHOSPHO1 inh 1, GalR3 antag -3, CRFR2-BP antag 38, IDE inh -5, M4 PAM 4, MEKK3 PB1 HTS 103, IDE cell activ -2 and CRFR2-BP ag 26.
For COc1ccc2nc(SC(C(=O)c3ccccc3)c3ccccc3)nc(C)c2c1 (stereo unspecified) the results were p-CIP stab down -3, PHOSPHO1 inh -21, GalR3 antag 0, CRFR2-BP antag 3, IDE inh 0, M4 PAM 9, MEKK3 PB1 HTS 97, IDE cell activ 3 and CRFR2-BP ag 1.5.
COc1ccc(-c2nnc(SCC(=O)N3CCOCC3)n2C)cc1OC was read as p-CIP stab down 12, PHOSPHO1 inh 6, GalR3 antag 6, CRFR2-BP antag -1, IDE inh 1, M4 PAM -3, MEKK3 PB1 HTS 96, IDE cell activ 8 and CRFR2-BP ag 0.3.
For Cc1ccc(C2Nc3cccc4cccc(c34)N2)cc1 the results were p-CIP stab down -6, PHOSPHO1 inh 14, GalR3 antag -8, CRFR2-BP antag 1, IDE inh 2, M4 PAM 1, MEKK3 PB1 HTS 98, IDE cell activ 3 and CRFR2-BP ag -0.5.

Quoted at random: 3 entries already listed
For Cc1ccc2nc(-c3ccc(SCC(=O)O)nc3)[nH]c2c1 the results were p-CIP stab down -5, PHOSPHO1 inh 3, GalR3 antag -6, CRFR2-BP antag 9, IDE inh -1, M4 PAM 2, MEKK3 PB1 HTS 107, IDE cell activ 5 and CRFR2-BP ag 0.1.
N/C(=N\OC(=O)c1cc(-c2ccccc2)nc2ccccc12)c1ccccn1 was read as p-CIP stab down 1, PHOSPHO1 inh 39, GalR3 antag -5, CRFR2-BP antag -20, IDE inh -2, M4 PAM -1, MEKK3 PB1 HTS 103, IDE cell activ 2 and CRFR2-BP ag 0.2.
Screening NC(=O)c1ccc(NC(=O)COC(=O)/C=C/c2cn(-c3ccccc3)nc2-c2cccnc2)cc1 returned p-CIP stab down -8, PHOSPHO1 inh -2, GalR3 antag 2, CRFR2-BP antag 6, IDE inh -1, M4 PAM 2, MEKK3 PB1 HTS 91, IDE cell activ 3 and CRFR2-BP ag 2.7.

Structures from the list above that have a halogen, in the order listed:
O=C(Nc1ccc(Cl)c(Cl)c1)c1ccc2c(c1)OCO2 was read as p-CIP stab down -4, GalR3 antag -7, CRFR2-BP antag -1, IDE inh -5, M4 PAM 2, MEKK3 PB1 HTS 104, IDE cell activ -6 and CRFR2-BP ag 0.9.
CCCc1c(NC(=O)Nc2ccc(Cl)cc2Cl)cnn1-c1ccccc1 was read as p-CIP stab down -6, PHOSPHO1 inh -15, GalR3 antag -2, CRFR2-BP antag -1, IDE inh -3, M4 PAM -8, MEKK3 PB1 HTS 103 and CRFR2-BP ag -1.0.

Next section:
`COc1ccc(-c2cc(C(=O)Nc3nc4c(C)cccc4s3)c3ccccc3n2)cc1OC` gave p-CIP stab down -8, PHOSPHO1 inh 38, GalR3 antag -5, CRFR2-BP antag 9, IDE inh -4, M4 PAM -2, MEKK3 PB1 HTS 97, IDE cell activ 2 and CRFR2-BP ag -0.5.
For C/C(N)=C(/C#N)C(=O)CSc1n[nH]c(-c2cccs2)n1 the results were p-CIP stab down 1, PHOSPHO1 inh -20, GalR3 antag 4, CRFR2-BP antag -12, IDE inh 0, M4 PAM 0, IDE cell activ -3 and CRFR2-BP ag 2.2.
COc1ccc2sc(NCc3ccccc3)nc2c1 was read as p-CIP stab down -17, PHOSPHO1 inh 10, GalR3 antag 3, CRFR2-BP antag 2, IDE inh 4, M4 PAM 10, MEKK3 PB1 HTS 97, IDE cell activ 5 and CRFR2-BP ag 0.3.
For CCCNc1nc2c(c(=O)n(C)c(=O)n2C)n1Cc1ccc(F)cc1 the results were p-CIP stab down -14, PHOSPHO1 inh -2, GalR3 antag -3, CRFR2-BP antag 3, IDE inh -1, M4 PAM -2, MEKK3 PB1 HTS 109, IDE cell activ -1 and CRFR2-BP ag 0.1.
For C[N+]1([O-])[C@@H]2Cc3cc4c(cc3[C@@H]1Cc1cc3c(cc12)OCO3)OCO4 (stereo partly specified) the results were p-CIP stab down 6, PHOSPHO1 inh 22, GalR3 antag 10, CRFR2-BP antag 18, IDE inh -2, M4 PAM 8, MEKK3 PB1 HTS 114, IDE cell activ 1 and CRFR2-BP ag 1.4.
`Cc1nc([N+](=O)[O-])c(C(=O)O)n1C` gave p-CIP stab down -8, PHOSPHO1 inh -27, GalR3 antag -3, CRFR2-BP antag 2, IDE inh -1, M4 PAM 5, MEKK3 PB1 HTS 122, IDE cell activ 9 and CRFR2-BP ag 1.6.
O=c1[nH]ncc(N2CCCCC2)c1Cl was read as p-CIP stab down 0, PHOSPHO1 inh 4, GalR3 antag -1, CRFR2-BP antag -4, IDE inh 8, M4 PAM -4, MEKK3 PB1 HTS 100, IDE cell activ -1 and CRFR2-BP ag -1.2.
`O=C(CCN1C(=O)c2cccc3cccc(c23)C1=O)NCc1cccnc1` gave p-CIP stab down 4, PHOSPHO1 inh 47, GalR3 antag -4, CRFR2-BP antag 2, IDE inh -1, M4 PAM 3, MEKK3 PB1 HTS 102, IDE cell activ 1 and CRFR2-BP ag -0.4.
For Cc1nnc(SCC(=O)Nc2ccc(Cl)cn2)s1 the results were p-CIP stab down 1, PHOSPHO1 inh 0, GalR3 antag -3, CRFR2-BP antag -33, IDE inh -7, M4 PAM 1, MEKK3 PB1 HTS 105, IDE cell activ 2 and CRFR2-BP ag -1.4.
For CC(=O)c1cccc(NC(=O)c2c(C)nn(-c3ccccc3)c2Cl)c1 the results were p-CIP stab down -7, PHOSPHO1 inh 23, GalR3 antag 0, CRFR2-BP antag -24, IDE inh -3, M4 PAM -11, MEKK3 PB1 HTS 106, IDE cell activ 4 and CRFR2-BP ag -0.8.
For COc1ccc(-c2cc(C(=O)N3CCc4ccccc4C3)no2)cc1OC the results were p-CIP stab down -4, PHOSPHO1 inh 2, GalR3 antag -6, CRFR2-BP antag 6, IDE inh -3, M4 PAM 8, MEKK3 PB1 HTS 105, IDE cell activ 2 and CRFR2-BP ag -0.6.
CN(C(=O)COC(=O)c1cncc(Br)c1)C1CCS(=O)(=O)C1 (stereo unspecified) was read as p-CIP stab down -16, PHOSPHO1 inh 42, GalR3 antag -5, CRFR2-BP antag -2, IDE inh -4, M4 PAM -3, MEKK3 PB1 HTS 100, IDE cell activ 0 and CRFR2-BP ag 0.9.
For NC1=NC(=O)NC1(c1ccccc1)c1ccccc1 the results were GalR3 antag 0, CRFR2-BP antag -3, M4 PAM 13, IDE cell activ 5 and CRFR2-BP ag -2.2.
CNC(=O)c1nc(C)n(-c2ccc([N+](=O)[O-])cc2)n1 was read as p-CIP stab down 12, PHOSPHO1 inh -8, GalR3 antag 8, CRFR2-BP antag 41, IDE inh 0, M4 PAM 4, MEKK3 PB1 HTS 107, IDE cell activ 5 and CRFR2-BP ag -2.4.
`Cc1ccc(S(=O)(=O)N(C)C)cc1NC(=O)COC(=O)COc1ccc2c(c1)CCC2` gave GalR3 antag -4, CRFR2-BP antag 18, IDE inh 5, M4 PAM 10, IDE cell activ -2 and CRFR2-BP ag -0.9.
